Mito fusion act = qHTS Assay for Small Molecule Inhibitors of Mitochondrial Division or Activators of Mitochondrial Fusion | AID 485298, 2010 | hit rate 0.23% among 320,000 | Potency, µM (titrated, usually from 46.1 µM), for the others: at the highest dose growth rescue (activation), usual class: activators | S. cerevisiae fusion-defective mutant growth rescue, CellTiterGlo 48 h;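 further: potency means the concentration at half of the fitted maximal effect; % of control where 0% means no effect; nearly all actives have a fitted effect of over 45% in size; temperature-sensitive fusion mutants such as fzo1-1 at 37 °C on non-fermentable ethanol glycerol medium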
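Growth-rescue viability read-out: after 48 h at the non-permissive 37C in glycerol/ethanol YPEG, yeast mitochondrial fusion mutants are measured by CellTiterGlo luminescence; compounds (23 nl pinned per well) restoring growth score as division inhibitors or fusion activators.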
TSG101-PTAP inh = qHTS Assay for Iinhibitors of HIV-1 Budding by Blocking the Interaction of PTAP/TSG101 | Fluorescence polarization, FITC-PTAP peptide / Tsg101 binding | Potency, µM (titrated, usually from 115 µM), inactives show top-dose activity change, negative = inhibition, hits mostly inhibitors | 340,000 tested, under 10 active; active means well fitted inhibition curve with a large enough effect in the main read-out, with a control signal flat, not every such curve was filed as active; inconclusive means small, poorly fitted or top-dose-only effect, or effect the other way, or a change in a side signal; inactive means no such curve, though single readings can be large or run the other way; further: potency means the concentration at half of the fitted maximal effect; % of control where 0% means no effect
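Tsg101 binding domain (10 uM final) was mixed with compound and a FITC-labeled PTAP peptide (50 nM final) in HEPES pH 7.5 buffer with NaCl, Tween 20, EDTA and TCEP; fluorescence polarization was read after 20 min at r.t.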
TCR act = Activators of T cell receptors: qHTS campaign | primary human leukocytes, anti-CD3, IL-2 HTRF, 48 h | Potency, µM (titrated, usually from 9.22 µM), for inactives: top-dose activation of IL-2 secretion, hits mostly activators | 330,000 tested, under 10 active | AID 504894, 2011; further: % of control where 0% means no effect
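Primary human leukocytes receive a-CD3 beads and test compound and are incubated 48 hr. Secreted IL-2 is then assayed by HTRF, measuring 665nm acceptor emission after 320nm excitation of the europium donor.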
Integrin act MD = qHTS for Activators of Integrin-Mediated Alleviation for Muscular Dystrophy; alpha7betagal myoblasts, beta-gal FDG fluorescence, 48 h; Potency, µM (highest dose often 38.3 µM), for the others: at the highest dose activation, most hits filed as activators; hit rate 0.064% among 350,000;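 further: potency means the concentration at half of the fitted maximal effect; 100% = response of the positive control SU9516; nearly all actives have a fitted effect of over 60% in size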
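Alpha7betagal+/- myoblasts (passage 13) were plated 16-24 hr, then exposed to compounds (1:260 dilution of DMSO stock) for 48 hours at 37C. After MPER lysis, β-galactosidase reporter activity was read as FDG fluorescence (ex 480/em 540) after 30 minutes.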
Chronic BCR inh = qHTS Assay to Find Inhibitors of Chronic Active B-Cell Receptor Signaling | hit rate 0.05% among 340,000 | Potency, µM (top dose mostly 46.1 µM), without a hit: top-dose ratio change, negative = lower green/red ratio, hits mostly inhibitors | ABC-DLBCL IkBa-CBG/CBR reporter, luminescence ratio, 4 h; active means well fitted inhibition curve with a large enough effect in the signal ratio, with a control signal flat, not every such curve was filed as active; inconclusive means small, poorly fitted or top-dose-only effect, or effect the other way, or a change in a side signal; the % refers to the signal ratio;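 further: potency means the concentration at half of the fitted maximal effect; plate controls were basal doxycycline-induced cells for no effect and cells given 10 µM MG132 for full effect; MG132 reads +100%, hits lower the ratio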
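Compounds up to 46 uM were incubated four hours with TMD8 cells whose green CBG68 luciferase is fused to IkappaBalpha; red CBR luminescence normalised the signal, and concentration-effect curves were fitted to fusion, red and ratio data.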
AT treatment = qHTS Assay for Identifying a Potential Treatment of Ataxia-Telangiectasia; […] A-T fibroblasts, KAP-1 phosphorylation AlphaLISA; neocarzinostatin DNA damage 30 min before lysis; AID 485349, 2010; Potency, µM (highest dose often 57.5 µM), inactives show top-dose activation, usual class: activators; hit rate 0.19% among 320,000; further: potency means the concentration at half of the fitted maximal effect; % of control where 0% means no effect; nearly all actives have a fitted effect of over 45% in size
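hTERT-immortalized A-T patient fibroblasts ([…]), 500 cells/well in OPTI-MEM, 1% FBS, got compounds for 60 min, then NCS for 30 min at 37C. Lysates were then assayed for phospho-KAP-1 by AlphaLISA (anti-pKAP1 donor, anti-KAP1 acceptor beads), 6 hr at 25C.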
Tb PFK block = qHTS Assay to Find Inhibitors of T. brucei phosphofructokinase; Potency, µM (top dose mostly 57.5 µM), for inactives: at the top dose activity, negative = inhibition, usual class: inhibitors; ATP-dependent 6-phosphofructokinase (Trypanosoma brucei brucei), O15648; hit rate 0.17% among 330,000; AID 485367, 2010; T. brucei PFK, ADP-Glo luminescence;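 further: potency means the concentration at half of the fitted maximal effect; 0% = uninhibited 1x PFK enzyme wells and -100% = no-enzyme wells; nearly all actives have a fitted effect of over 60% in size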
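ADP-Glo luminescence quantified ADP after 45 min at room temperature, with 1.25 nM T. brucei PFK, 0.1 mM ATP and 0.5 mM fructose-6-phosphate in pH 8.0 TEA buffer. qHTS titrations up to 57 µM; curves classified by quality.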
Eya2 inh = qHTS Assay for Inhibitors of the Phosphatase Activity of Eya2; Protein phosphatase EYA2 (Homo sapiens), O00167; hit rate 0.006% among 330,000; recombinant Eya2, OMFP fluorescence dephosphorylation (OMFP is methylfluorescein phosphate); Potency, µM (titrated, usually from 76.9 µM), for inactives: at the highest dose activity, negative = inhibition, most hits filed as inhibitors; further: potency means the concentration at half of the fitted maximal effect; on the % scale 0 is the no-effect control and ±100 the full control effect
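Eya2 (0.2 uM) preincubated 10 min at ambient with compound, then OMFP substrate added at 50 uM; 10 min reaction in 50 mM HEPES pH 7.5, 50 mM NaCl, 5 uM MgCl2, 0.05% BSA, 1 mM DTT. Fluorescence read at Ex 485/Em 525 nm.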
S-ASM inh = Inhibitors of Secretory Acid Sphingomyelinase (S-ASM): qHTS. hit rate 0.006% among 340,000. Potency, µM (series often up to 57.5 µM), inactives show at the top dose activity change, negative = inhibition, hits mostly inhibitors. placental ASM, HMU-PC fluorogenic substrate, 60 min. Sphingomyelin phosphodiesterase (Homo sapiens), P17405. AID 504937, 2011; further: potency means the concentration at half of the fitted maximal effect
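qHTS format. ASM enzyme prepared from human placenta hydrolyses the fluorogenic substrate HMU-PC0 (9 uM final) over 60 min at 37 °C after a 10 min compound preincubation.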
ELG1 repair inh = qHTS screen for small molecules that inhibit ELG1-dependent DNA repair in human embryonic kidney (HEK293T) cells expressing luciferase-tagged ELG1 | hit rate 2.3% among 330,000 | HEK293T ELG1-luciferase reporter, luminescence, 16 h; DNA damage induced by 5-fluorouridine | Potency, µM (doses to about 46.1 µM), inactives show top-dose activity change, negative = inhibition, hits mostly inhibitors; further: potency means the concentration at half of the fitted maximal effect; on the % scale 0 is the no-effect control and ±100 the full control effect; nearly all actives have a fitted effect of over 55% in size
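In this reporter screen, reduction of luminescence relative to DMSO vehicle indicated activity. Compounds and 5-fluorouridine were added together to 2,000 cells per well, incubated for 16 hr at 37 °C, then developed with ONE-Glo.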
TSHR antagonist = Antagonists of the Thyroid Stimulating Hormone Receptor: HTS campaign; Thyrotropin receptor (Homo sapiens), P16473; activity change, negative = inhibition, % at 11.5 µM; TSHR-expressing cells, TSH-stimulated cAMP HTRF, 2 h; hits give low values; AID 504810, 2011; hit rate 0.2% among 330,000;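 active means activity change below a set negative limit, meaning inhibition stronger than a set level, cut at about -70% in these data; inconclusive means activity change between two set negative limits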; further: on the % scale 0 is the no-effect control and ±100 the full control effect
Target sequence (P16473 whole entry, looked up): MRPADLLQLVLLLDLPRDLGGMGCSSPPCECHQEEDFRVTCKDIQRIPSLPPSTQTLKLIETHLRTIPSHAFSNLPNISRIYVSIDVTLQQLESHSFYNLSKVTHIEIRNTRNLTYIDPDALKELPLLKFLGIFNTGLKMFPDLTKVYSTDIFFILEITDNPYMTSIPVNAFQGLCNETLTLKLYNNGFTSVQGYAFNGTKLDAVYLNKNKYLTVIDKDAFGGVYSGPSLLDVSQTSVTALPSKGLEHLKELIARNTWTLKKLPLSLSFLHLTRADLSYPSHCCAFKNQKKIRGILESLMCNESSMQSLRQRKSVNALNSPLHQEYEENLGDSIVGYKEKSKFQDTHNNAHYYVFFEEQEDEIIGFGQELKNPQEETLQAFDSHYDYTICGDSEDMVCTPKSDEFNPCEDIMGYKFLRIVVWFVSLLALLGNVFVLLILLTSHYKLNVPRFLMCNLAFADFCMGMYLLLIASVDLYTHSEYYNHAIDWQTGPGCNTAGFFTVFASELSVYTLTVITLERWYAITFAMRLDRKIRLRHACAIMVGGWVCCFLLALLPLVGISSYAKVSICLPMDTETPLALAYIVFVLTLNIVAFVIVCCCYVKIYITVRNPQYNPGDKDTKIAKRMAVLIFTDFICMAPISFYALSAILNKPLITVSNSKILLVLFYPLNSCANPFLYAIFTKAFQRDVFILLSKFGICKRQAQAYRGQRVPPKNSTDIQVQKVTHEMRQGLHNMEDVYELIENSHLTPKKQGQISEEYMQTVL
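Cell-based HTRF cAMP assay; TSHR cells + compound, TSH EC80 (4nM final), 2 h, 37 deg C. Lysis with anti-cAMP cryptate and cAMP-d2, 30 min RT, read 665/620 nm.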
An asterisk follows results filed as active; ? = inconclusive; / = not tested or not shown; [ ] = another dose, or the depositor's remark. Unless noted, the call rests on the fitted dose curve; in most records, active means well fitted curve in the direction sought with a large enough effect; inconclusive means small, poorly fitted or top-dose-only effect, or another doubt; inactive means no such curve, though single readings can be large; an effect the other way counts as inactive or inconclusive.

cpd | Compound | Mito fusion act | TSG101-PTAP inh | TCR act | Integrin act MD | Chronic BCR inh | AT treatment | Tb PFK block | Eya2 inh | S-ASM inh | ELG1 repair inh | TSHR antagonist
1 | CC(OC(=O)COc1ccc(C#N)cc1)C(=O)Nc1ccc(Cl)cn1 (centres undefined) | -2.7% | -2.3% | -6.5% | 11.8% | -0.6% | 1.8% | 2.4% | -6.8% | 2.0% | 1.7% | -3.4
2 | COc1ccc(NC(=O)CN2C(=O)C(C)Oc3ccc(C)cc32)cc1 (centres undefined) | 0.5% | 0.4% | / | 5.8% | -1.2% | 5.0% | -3.8% | 0.8% | -2.6% | -5.2% | 6.2
3 | Cc1[nH]c2ccc(C(=O)NC3CCC(C)CC3)cc2c1C (centres undefined) | -3.1% | 7.5% | 8.6% | 0.0% | ? | -3.5% | 0.4% | -19.4% | -0.1% | ? | 8.3
4 | C=CCc1c(C)nc(SC)nc1Nc1ccc(C)cc1 | 8.7% | -9.9% | -1.5% | -1.7% | 11.3% | 6.8% | 0.3% | -11.2% | 1.0% | ? | -13.6
5 | COC(=O)C[N+](C)(C)C/C=C\c1ccccc1 | 23.3% | 0.9% | 3.8% | ? | 3.3% | 16.4% | 4.5% | -4.1% | 2.6% | -14.1% | 12.0
6 | CC1CCC(NC(=O)CN2C(=O)COc3ccc(S(=O)(=O)N4CCCC4)cc32)CC1 (centres undefined) | -2.2% | / | -0.3%[46.1 µM] | / | -5.3% | 3.1% | -0.3% | 6.2% | / | ? | -0.1
7 | Cc1ccc(NC(=O)COc2cccc(Oc3ccccc3)c2)cc1S(=O)(=O)N1CCOCC1 | 9.1% | -1.5% | 1.7% | -31.5% | ? | 13.6% | -0.6% | 3.0% | -15.3% | ? | ?
8 | COc1ccc(S(=O)(=O)N2CCCC2)c(Cl)c1Cl | -5.1% | -8.9% | -4.7% | 0.0% | ? | 1.5% | -2.8% | -6.9% | -3.8% | 11.7% | -0.8
9 | CCN(CC(=O)Nc1c(F)cccc1F)C(=O)CCN1C(=O)C2CCCCC2C1=O (centres undefined) | -2.1% | -4.8% | 1.5% | -32.3% | ? | 2.9% | -5.7% | 26.7% | 1.1% | 2.3% | -0.5
10 | Cc1nn(C)c(C(=O)NNC(=S)NC2CCCCC2)c1Cl | 5.5% | -3.3% | -0.9%[46.1 µM] | -6.1% | -1.4% | -3.0% | -0.2% | 1.2% | 2.6% | -9.2% | -3.4
11 | Cc1ccc(S(=O)(=O)NCC2CCC(C(=O)NC3CCCCC3)CC2)cc1 (centres undefined) | 1.9% | 1.4% | 2.5% | -18.9% | -3.1% | 7.1% | 7.3% | -15.1% | 1.6% | 8.2% | 18.6
12 | Cc1noc(C)c1C(=O)N1CCCC1 | -2.2% | -2.1% | -2.2% | 6.4% | 5.6% | -1.1% | 7.9% | 7.6% | 7.3% | 0.1% | 44.5

The list goes on; the last 2 above are carried over.
cpd | Compound | Mito fusion act | TSG101-PTAP inh | TCR act | Integrin act MD | Chronic BCR inh | AT treatment | Tb PFK block | Eya2 inh | S-ASM inh | ELG1 repair inh | TSHR antagonist
11 | Cc1ccc(S(=O)(=O)NCC2CCC(C(=O)NC3CCCCC3)CC2)cc1 (centres undefined) | 1.9% | 1.4% | 2.5% | -18.9% | -3.1% | 7.1% | 7.3% | -15.1% | 1.6% | 8.2% | 18.6
12 | Cc1noc(C)c1C(=O)N1CCCC1 | -2.2% | -2.1% | -2.2% | 6.4% | 5.6% | -1.1% | 7.9% | 7.6% | 7.3% | 0.1% | 44.5
13 | CC1CC(C)CN(C(=O)c2cccc(NC(=O)CC3SC(N4CCCCC4)=NC3=O)c2)C1 (centres undefined) | / | -4.3% | -3.8% | ? | -15.2% | -1.5% | 7.4% | -8.0% | 7.1% | ? | -7.9
14 | CCCCn1c(N)c(N(CCOC)C(=O)C2CCN(S(=O)(=O)c3ccc(C)cc3C)CC2)c(=O)[nH]c1=O | -7.8% | -1.1% | -6.6% | 13.2% | 0.2% | 14.6% | -0.6% | 8.4% | 5.3% | 0.8% | 27.6
15 | CN(Cc1ccccc1)C(=O)CCn1c(=O)oc2ccccc21 | -2.8% | -9.2% | 2.5% | 4.7% | -5.0% | 8.7% | 3.0% | 11.9% | -0.7% | 13.2% | 18.7
16 | CN(C)S(=O)(=O)c1ccc(Cl)c(-c2nnc3n2CCCCC3)c1 | 1.3% | -3.0% | -4.3% | ? | 0.5% | -17.5% | -7.7% | -0.9% | 1.0% | 5.1% | -1.8
17 | Cc1nonc1NC(=O)c1ccc(Cl)c(S(=O)(=O)N2CCCCC2)c1 | -2.1% | -2.6% | -2.3% | -0.3% | -7.7% | 2.9% | 5.2% | 2.8% | -1.3% | ? | -12.1
18 | NNC(=O)c1nn(-c2ccccc2)cc1O | 0.8% | / | / | / | 1.3% | 3.2% | -5.0% | -6.9% | / | -4.1% | -8.8
19 | COc1ccc(N2C(=O)CSC(c3ccccc3)C2=O)cc1 (centres undefined) | -7.6% | -0.9% | 1.7% | -3.9% | -11.0% | 6.0% | -22.9% | 7.1% | -0.4% | 7.8% | 12.7
20 | Cc1ccc(OCc2cc(C(=O)NCC(C)(C)N3CCOCC3)no2)cc1C | 6.4% | -0.8% | 0.8% | -15.8% | -2.5% | 37.8% | -2.8% | -10.1% | 3.7% | ? | 36.2
21 | Cc1cc(NC(=O)CC(CN(C)S(=O)(=O)c2ccccc2)c2ccccc2)no1 (centres undefined) | 2.4% | -3.5% | 1.5%[46.1 µM] | -5.3% | 11.8% | -9.3% | 2.1% | 5.4% | -6.8% | -15.0% | -2.1
22 | C=CCOc1ccc(/C=C2/C(=O)ON=C2C)cc1OCC | -4.9% | 0.3% | -6.4% | 2.7% | 1.8% | -1.9% | -7.0% | 1.4% | -2.1% | ? | 5.2
23 | Cc1nn(-c2ccccc2)c(C)c1NC(=O)COC(=O)C1CC(=O)N(CCc2ccccc2)C1 (centres undefined) | 2.3% | -0.3% | 0.7% | -8.4% | -1.5% | 3.8% | -2.0% | -3.4% | 2.1% | 12.8% | -6.2
24 | COC(=O)c1ccc(CN2CCC(CO)(Cc3ccccc3Cl)CC2)cc1 | -3.9% | -7.3% | -0.6% | -35.8% | 0.7% | 1.6% | 1.4% | 5.8% | 0.1% | ? | -5.8
25 | Cc1ccc(S(=O)(=O)N2CCCC2C(=O)OCc2ccco2)cc1 (centres undefined) | -0.7% | -1.3% | / | -43.5% | 5.4% | -6.1% | ? | 0.2% | -1.0% | 20.9% | -3.8
26 | Cc1ccc(-n2nnnc2SCC(=O)c2cc(C)n(CC3CCCO3)c2C)cc1 (centres undefined) | -0.9% | 0.1% | 3.2% | 2.8% | 2.7% | 5.8% | -5.4% | 5.3% | -2.8% | 2.0% | -0.5
27 | Cc1cc(C)n(CC(=O)N2N=C(C(F)F)CC2(O)C(F)F)n1 (centres undefined) | -3.8% | -1.9% | 2.7%[46.1 µM] | 8.4% | 4.0% | 4.3% | -8.8% | -3.9% | 3.7% | -2.7% | -2.7
28 | CC(NCC(O)COc1ccc(Br)cc1)c1ccccc1 (centres undefined) | -9.1% | 2.2% | -1.5% | -61.2%[inhibitor] | 4.8% | 8.0% | 1.9% | -18.4% | 2.2% | 2.3% | 5.5
